Bioassay records deposited in PubChem by National Center for Advancing Translational Sciences (NCATS).
GLP1R inv ag – qHTS of GLP-1 Receptor Inverse Agonists (Inhibition Mode); Glucagon-like peptide 1 receptor (Homo sapiens), P43220; HEK293 GLP-1R CRE-luciferase, luminescence, 24 h; GLP-1R form is constitutively active; Potency, µM (doses to about 38.3 µM), inactives show at the highest dose activity change, negative = inhibition, usual class: inhibitors; 410,000 compounds, 1.6% hits; AID 624417, 2012; note: potency is the fitted concentration of half-maximal effect; % is set by controls: 0 for no effect and ±100 for the full control effect; nearly all actives have a fitted effect of over 55% in size
Target sequence (P43220 whole entry, looked up): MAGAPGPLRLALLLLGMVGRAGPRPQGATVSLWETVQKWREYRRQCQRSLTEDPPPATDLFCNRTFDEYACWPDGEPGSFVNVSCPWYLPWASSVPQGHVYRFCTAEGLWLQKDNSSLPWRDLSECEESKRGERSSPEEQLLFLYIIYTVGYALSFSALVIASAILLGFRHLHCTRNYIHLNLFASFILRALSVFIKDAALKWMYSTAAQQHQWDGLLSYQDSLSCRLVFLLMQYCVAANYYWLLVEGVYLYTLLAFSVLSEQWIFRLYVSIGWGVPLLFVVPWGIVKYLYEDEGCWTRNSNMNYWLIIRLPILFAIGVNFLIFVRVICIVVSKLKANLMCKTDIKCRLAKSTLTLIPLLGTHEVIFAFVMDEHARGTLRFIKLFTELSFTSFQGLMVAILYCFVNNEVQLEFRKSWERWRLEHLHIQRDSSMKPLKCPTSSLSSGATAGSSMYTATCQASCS
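Readout was luciferase luminescence, measured 12 min after detection reagent at room temperature. Beforehand, GLP-1R reporter HEK293 cells had sat 12 h, then received compounds for 24 hr at 37 deg C.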
TDP43 rescue – qHTS of TDP-43 Inhibitors; TDP-43 expressing yeast growth rescue, BacTiter-Glo, 24 h; Potency, µM (series often up to 46.1 µM), inactives show at the highest dose growth rescue (activation), usual class: activators; 410,000 compounds, 1.8% hits; AID 652104, 2013; note: potency is the fitted concentration of half-maximal effect; % of control where 0% means no effect; nearly all actives have a fitted effect of over 50% in size
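Yeast expressing TDP-43 (pregrown in raffinose, seeded at OD600=0.02 in galactose medium) exposed to compounds 24 hr at 30 deg C. Growth read by BacTiter-Glo luminescence; rescue of toxicity appears as increased signal.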
aSyn yeast inh – qHTS of alpha-syn Inhibitors | Yeast expressing alpha-synuclein, growth rescue, BacTiter-Glo, 24 h | Potency, µM (titrated, usually from 46.1 µM), for inactives: at the highest dose growth rescue (activation), usual class: activators | 370,000 compounds, 0.14% hits | AID 652106, 2013; note: potency is the fitted concentration of half-maximal effect; % of control where 0% means no effect; nearly all actives have a fitted effect of over 65% in size
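Screening used galactose-induced yeast with toxic alpha-synuclein levels, exposed to compound for 24 hr at 30 deg C. Cell growth, read with BacTiter-Glo luminescence, gave the measured signal.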
Mm-Cpn inhibitor – Inhibitors of TCP-1 ring complex (TRiC) of Methanococcus maripaludis (MmCpn): qHTS. Chaperonin Mm-Cpn (Methanococcus maripaludis). Potency, µM (series often up to 76.9 µM), inactives show at the top dose activity, negative = inhibition, most hits filed as inhibitors. 330,000 compounds, 0.031% hits. purified Mm-Cpn ATPase, ADP Transcreener TR-FRET; note: potency is the fitted concentration of half-maximal effect; % is set by controls: 0 for no effect and ±100 for the full control effect; nearly all actives have a fitted effect of over 80% in size
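Inhibition of chaperonin ATP hydrolysis is measured as reduced ADP production, detected by competitive TR-FRET in which signal falls with ADP. Final enzyme 25 nM and ATP 10 uM, reacted 30 min at 37°C.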
Akt phos inh – HTS Assay for Inhibitors of Akt Phophorylation: Primary Screen | Neuro2A IGF-stimulated pAkt S473 HTRF, 20 min; hits give low values | activity change, % for hits at 50 µM | 360,000 compounds, 0.32% hits | AID 651550, 2012; in the data active = activity change below about -80%; inconclusive = mostly about -51% to -80%; note: % is set by controls: 0 for no effect and ±100 for the full control effect
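Neuro2A cells in DMEM with 0.5% FBS, overnight at 37 deg C, given compound at single 50 µM final, then IGF (6 nM final) for 20 min at 37 deg C. Lysed; phospho-Akt Ser473 by HTRF after 24 h, 665/615 ratio.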
GLP1R cytotox – qHTS of GLP-1 Receptor Inverse Agonists: Cytotox Screen; HEK293 cAMP-luciferase reporter cells, luminescence, 24 h; Potency, µM (titrated, usually from 38.3 µM), without a hit: at the top dose activity change, negative = inhibition, actives largely listed as inhibitors; 410,000 compounds, 0.13% hits; AID 624418, 2012;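 note: loss of luciferase light is scored as toxicity; potency is the fitted concentration of half-maximal effect; % is set by controls: 0 for no effect and ±100 for the full control effect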
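Here, cytotoxicity is scored as loss of luminescence. The MLSMR collection was tested on cells seeded in medium containing 10% Nu serum, with a 24 hr compound exposure preceded by 12 hours of culture.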
FUS suppressor – qHTS for Suppressors of FUS Proteinopathy: Primary screen using FUS-linked yeast assay; S. cerevisiae FUS-expressing, growth rescue, OD600, 24 h; Potency, µM (highest dose often 76.6 µM), for the others: top-dose growth rescue (activation), actives largely listed as activators; AID 1347120, 2019; 390,000 compounds, 0.24% hits;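 note: potency is the fitted concentration of half-maximal effect; plate controls were DMSO vehicle for no effect and reference control for full effect; nearly all actives have a fitted effect of over 55% in size; some results filed as inactive show a strong effect at the top dose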
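Absorbance at 600 nm, taken 24hr after compound addition, measured rescue of FUS-yeast growth at 30C. Induction used 2% galactose with seeding at OD 0.005. Controls: CP55940 from 92uM final, DMSO only.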
PTHR1 ag – qHTS for PTHR1 Agonists: Primary Screen; HEK293 GP2 PTHR1 cells, GloSensor cAMP luminescence, 1 h; 410,000 compounds, 0.075% hits; Potency, µM (series often up to 115 µM), inactives show top-dose activation, most hits filed as activators; AID 743266, 2014; note: potency is the fitted concentration of half-maximal effect; nearly all actives have a fitted effect of over 55% in size; some results filed as inactive show a strong effect at the top dose; inactives centre near -15; many of its hits are not listed in these tables
Target sequence (Q03431 whole entry, looked up): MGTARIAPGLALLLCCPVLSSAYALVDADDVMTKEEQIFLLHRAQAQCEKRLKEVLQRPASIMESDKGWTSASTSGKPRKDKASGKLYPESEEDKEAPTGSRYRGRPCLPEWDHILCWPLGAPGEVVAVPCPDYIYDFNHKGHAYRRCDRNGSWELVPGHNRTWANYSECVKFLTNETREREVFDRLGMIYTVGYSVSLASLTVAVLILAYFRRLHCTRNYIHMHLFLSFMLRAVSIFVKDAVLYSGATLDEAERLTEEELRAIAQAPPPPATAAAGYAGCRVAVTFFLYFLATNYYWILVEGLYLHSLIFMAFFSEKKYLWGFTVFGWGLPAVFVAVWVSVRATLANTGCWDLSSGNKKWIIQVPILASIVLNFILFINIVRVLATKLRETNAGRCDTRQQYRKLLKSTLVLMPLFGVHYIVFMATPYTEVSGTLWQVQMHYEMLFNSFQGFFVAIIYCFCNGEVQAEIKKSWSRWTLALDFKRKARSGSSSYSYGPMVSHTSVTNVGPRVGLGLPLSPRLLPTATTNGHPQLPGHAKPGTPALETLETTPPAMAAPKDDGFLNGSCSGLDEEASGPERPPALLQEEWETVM
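HEK-293-derived GP2 cells expressing PTHR1 and a GloSensor cAMP reporter, 3,000/well, plated overnight, given luciferin plus IBMX (each 0.5 mM as added) for 1 h at 37 °C, then compound for 1 h at 37 °C. Luminescence was read after 15 min at room temperature.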
Abeta yeast res – qHTS for compounds that reverse cellular toxicity of Amyloid beta (A-beta) peptide in yeast: Primary Screen; yeast expressing A-beta42, growth rescue, OD600, 48 h; response scale: 0% DMSO, 100% iron-clioquinol control; Potency, µM (highest dose often 46.1 µM), inactives show at the top dose growth rescue, usual class: activators; 410,000 compounds, 0.063% hits; note: potency is the fitted concentration of half-maximal effect; nearly all actives have a fitted effect of over 55% in size
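Yeast A-beta toxicity model in growth medium with pinned compounds, 48 h at 30 C; growth read as absorbance at 600 nm. Normalized to FeCl3/clioquinol equimolar mix (positive) and DMSO (negative).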
* marks the source's active call; other numbers are inactive results; i = inactive; ? = inconclusive; / = no result given; & = joins results of further samples; [ ] = another dose, or the depositor's remark. Unless noted, calls come from the whole dose curve; as a rule, active = well fitted curve in the direction sought with a large enough effect; inconclusive = small, poorly fitted or top-dose-only effect, or another doubt; inactive = no such curve, though single readings can be large; an effect the other way counts as inactive or inconclusive. Not all compounds are listed; the hit share may differ from the screen's.

SMILES	GLP1R inv ag	TDP43 rescue	aSyn yeast inh	Mm-Cpn inhibitor	Akt phos inh	GLP1R cytotox	FUS suppressor	PTHR1 ag	Abeta yeast res
CC[N+](CC)(CC)CCCCOc1ccc2c(c1)C(=O)c1cc(OCCCC[N+](CC)(CC)CC)ccc1-2	21%	0%	3%	0%	i	8%	-2%	i	-2%
CCOC(=O)c1ccc(NC(=O)CN2C(=O)C(C)SC(C)C2=O)cc1 (stereo not drawn)	1%	16%	7%	0%	i	5%	1%	i	5%
Cc1ccc(C(=O)Nc2cccc(C(=O)O)c2)cc1S(=O)(=O)N1CCCC1	?	14%	/	/	/	6%	-2%	i	-12%
CC(C)(C)c1ccc(CC(=O)N2CCC2(C)C(=O)NS(=O)(=O)c2ccccc2C(F)(F)F)cc1 (stereo not drawn)	?	16%	0%	/	i	-1%	16%	-13%	-6%
N#CC1=C(N)SC(N)=C(C#N)C1Cc1ccccc1	-13%	0%	-1%	-5%	i	2%	-6%	-91%[inhibitor]	-20%
CC1=C(C)CC(C(=O)NCC(=O)c2ccccc2)C(C(=O)O)C1 (stereo not drawn)	3%	5%	8%	-2%	i	10%	-5%	-18%[57.5 µM]	24%
COc1cc(C(=O)NCC(=O)N/N=C/c2ccc(-c3cccc([N+](=O)[O-])c3)o2)cc(OC)c1OC	?	20%	1%	0%	i	-28%	?	8%	2%
COc1ccc(C(C)=O)cc1Cn1c(=O)cc(C)[nH]c1=O	11%	0%	3%	0%	i	2%	-34%	i	5%
COc1ccc(-c2cc(=O)c3c(C)cc(O)cc3o2)cc1	163%[activator]	-15%	-8%	/	i	61%	/	-51%[inhibitor]	0%
CCN1CCN(c2nnc(-c3ccc(F)cc3)c3ccccc23)CC1	?	0%	-3%	1%	i	-14%	22%	2%	-17%
CCN(C(=O)CSc1nnnn1-c1ccccc1OC)C1CCS(=O)(=O)C1 (stereo not drawn)	9%	9%	0%	0%	i	-1%	3%	-50%[inhibitor]	6%
COc1ccc(-c2[nH]c3ccccc3c2SCCNC(=O)c2ccc(S(=O)(=O)N(C)C)cc2)cc1	-28%	18%	/	/	/	-2%	-14%	-26%	-15%
CN1CCN(CCNC(=O)c2cn(Cc3ccccc3F)nn2)CC1	-9%	-25%	-2%	0%	i	-7%	26%	i	2%
CC1CCN(C(=O)COC(=O)c2c[nH]c3ccccc23)CC1	?	-5%	1%	0%	i	-18%	9%	i	-2%
S=C1NCCNC(=S)NCCOCCN1	10%	-3%	-16%	0%	i	-4%	-3%	-2%	-1%
Cc1ccc(N(C(=O)c2csnn2)C(C(=O)NC(C)(C)C)c2ccncc2)cc1 (stereo not drawn)	11%	-20%	-6%	-9%	i	15%	35%	5%	-18%
Cc1c(Cl)cccc1NC(=S)NC(=O)CCN1C(=O)c2ccccc2C1=O	13%	-12%	-14%	1%	i	-10%	-16%	i	-7%
Cc1ccc(-c2n[nH]c(=S)n2Cc2ccccc2)cc1	5%	10%	0%	-1%	i	-13%	12%	-6%[57.5 µM]	-4%
Clc1ccccc1Cn1c(/C=C/c2ccco2)nc2ccccc21	?	?	9%	-6%	i	7%	/	-26%	-12%
Cn1c(CN2CCCC2)nc2cc(NS(=O)(=O)c3ccc(Cl)cc3)ccc21	4µM*	2%	-5%	0%	i	17%	?	-9%[57.5 µM]	0%
COc1ccccc1C(=O)Nc1ccccc1SCc1cc(=O)c2ccccc2[nH]1	16%	5%	/	/	/	4%	-11%	i	-1%
Cc1ccc2cc(CCNC(=O)C(C)C)c(=O)[nH]c2c1C	37%[activator]	17%	2%	0%	i	-2%	19%	-23%	11%
COc1ccc(C2=NOC(C(=O)Nc3c(C)n(C)n(-c4ccccc4)c3=O)C2)cc1 (stereo not drawn)	15%	20%	-6%	-1%	i	-22%	12%	i	5%
CCOCCCn1c(=S)[nH]c2cc(C(=O)NCCc3ccc(OC)c(OC)c3)ccc2c1=O	15%	1%	-3%	2%	i	-2%	5%	-23%	8%
Cc1ccc(-n2nc3c(c2NC(=O)CC(C)C)CS(=O)(=O)C3)c(C)c1	5%	3%	-5%	1%	i	?	-11%	-24%	5%
Cc1onc(-c2ccccc2)c1C(=O)NC(=S)NNC(=O)c1ccncc1	15%	13%	24%	0%	i	-3%[1.53 µM]	47%	i	7%
COc1ccc(S(=O)(=O)Nc2ccccc2OC)cc1C	-9%	?	10%	1%	i	0%	10%	-40%[inhibitor][57.5 µM]	?
Cc1nc(C(F)(F)F)ccc1C(=O)N1CCC1(C)C(=O)NS(=O)(=O)c1cccc(F)c1 (stereo not drawn)	19%	0%	0%	/	i	-1%	-16%	-25%	-1%
Cc1cc(=O)oc2cc(OCC(=O)Nc3ccc(N4CCC(C)CC4)cc3)ccc12	3%	-2%	1%	-9%	i	-16%	15%	-11%	11%
Cc1cccc(-c2noc(CCCC(=O)NC3CCCC3)n2)c1	?	-19%	2%	1%	i	1%	20%	-28%	-13%

3 compounds already listed, arranged by heavy-atom count, low to high.
SMILES	GLP1R inv ag	TDP43 rescue	aSyn yeast inh	Mm-Cpn inhibitor	Akt phos inh	GLP1R cytotox	FUS suppressor	PTHR1 ag	Abeta yeast res
CC1CCN(C(=O)COC(=O)c2c[nH]c3ccccc23)CC1	?	-5%	1%	0%	i	-18%	9%	i	-2%
Cc1cccc(-c2noc(CCCC(=O)NC3CCCC3)n2)c1	?	-19%	2%	1%	i	1%	20%	-28%	-13%
Cc1c(Cl)cccc1NC(=S)NC(=O)CCN1C(=O)c2ccccc2C1=O	13%	-12%	-14%	1%	i	-10%	-16%	i	-7%

Following part.
SMILES	GLP1R inv ag	TDP43 rescue	aSyn yeast inh	Mm-Cpn inhibitor	Akt phos inh	GLP1R cytotox	FUS suppressor	PTHR1 ag	Abeta yeast res
CCN(CC)S(=O)(=O)c1ccc(C(=O)Oc2ccc3c(c2)OCO3)cc1	-20%	24%	-1%	0%	i	12%	1%	-1%[57.5 µM]	?
O=C(CN(CC1CCCO1)C(=O)CNS(=O)(=O)c1ccc(Cl)cc1)NCc1ccco1 (stereo not drawn)	-3%	0%	-3%	-1%	i	-6%	15%	-18%	-11%
FC(F)(F)c1ccccc1/C=N/N1CCN(Cc2ccccc2)CC1	?	11%	6%	3%	i	-4%	9%	-33%[inhibitor]	-1%
CCc1c(C)sc(NC(=O)Cn2nc(C(F)(F)F)c3c2CCCC3)c1C#N	-12%	19%	/	2%	/	3%	-6%	-14%	2%
CC1(C)C(=O)C=CC(=O)C(C)(C)C(=O)C=CC(=O)C(C)(C)C2=CC=C(O2)C(C)(C)C(=O)C=CC1=O	11%	16µM*	8%	/	i	-21%	/	-30%	2%
O=C(COc1ccccc1)Nc1c2c(nn1-c1ccc(F)cc1)CS(=O)C2 (stereo not drawn)	-13%	-2%	1%	/	i	-3%	-16%	-21%	-3%
Cc1cccc(C)c1NC(=O)NC1(C(=O)N2CCCCC2)CCCCC1	8%	4%	3%	0%	i	9%	-15%	-6%	-1%
Cc1ccc(CC(=O)NCCc2ccc(S(N)(=O)=O)cc2)cc1	3%	1%	-6%	1%	i	5%	-26%	-25%	0%
CC(C(=O)N1CCCc2c1c(=O)oc1ccc(O)cc21)N1CCc2ccccc2C1 (stereo not drawn)	?	2%	-9%	-29%	i	-12%	10%	-11%	10%
O=C(N/N=C/c1ccsc1)c1c[nH]c2ccccc12	36%[activator]	-2%	-1%	-2%	i	-1%	25%	-9%	4%
Cc1cc2cc(CNC(=S)NC3CCCCC3)ccc2n1C	?	2%	-9%	?	i	?	23%	i	9%
CN(C)C=NC(=O)c1ccc([N+](=O)[O-])c(CS(=O)(=O)c2ccc(Cl)cc2)c1	-2%	-11%	-12%	1%	i	-19%	-21%	-27%[57.5 µM]	1%
O=C(CCC1CCCN(C(=O)c2ccncc2)C1)NCc1ccc(F)c(F)c1 (stereo not drawn)	?	-31%[inhibitor][9.22 µM]	2%	-3%	i	0%	7%	-10%	-14%
CN1C[C@@H]2C[C@@H](c3ccc(C#CC(C)(C)O)s3)N3CCC[C@@]23C1=O	16%	7%	-4%	-1%	i	6%	2%	?	-13%
O=C(COC(=O)c1cccc2ccccc12)NCCCc1ccccc1	-6%	2%	-5%&-2%	-5%	i	1%	/	i	12%
CCc1ccc([C@H]2[C@@H]3C(=O)C[C@@H]4C(=O)N(C5CCCCC5)C(=O)[C@@H]4[C@@H]3CN2S(=O)(=O)c2ccc(C)cc2)cc1	-24%	2%	-10%	/	i	-3%	?	8%	7%
O=C(COc1ccc2ccccc2c1)Nc1ccccc1C(=O)O	-14%	14%	1%	3%	/	-22%	-22%	i	-12%
Cc1c2cnn(CC(=O)Nc3cccc(C(F)(F)F)c3)c(=O)c2c(C)n1Cc1ccccc1Cl	?	26%	/	/	/	2%	-4%	-14%	5%
CN(C(=O)CC1C(=O)NCCN1Cc1c(F)cccc1Cl)C1CCOCC1 (stereo not drawn)	-8%	-21%	3%	0%	i	0%	22%	i	-1%
COc1ccc(-c2nc(SCc3ccc(C#N)cc3)[nH]c(=O)c2C#N)cc1	2%	18%	4%	-2%	i	-19%	-24%	i	7%
O=C(NCCNCCO)c1c(O)c2cccc3c2n(c1=O)CCC3	?	-20%	12%	0%	/	-3%	-15%	i	-5%
